SUMO1-SIM PPI: modulators of SUMO1 protein-protein interactions, primary screen, biochemical, uHTS; Small ubiquitin-related modifier 1 (Homo sapiens), P63165; SUMO1 binding to a labelled peptide, TR-FRET, 1 h; inhibition, % at 20 µM; hit rate 0.33% among 360,000; in the data active = inhibition above about 37%
Rpn11 inh: Rpn11 (PSMD14) deubiquitinase inhibitors, primary screen, biochemical, fluorescence polarization, uHTS; human 26S proteasome, Ub4-pepOG fluorescence polarization; 20S core pre-blocked with epoxomicin; calls only at 20 µM; 26S proteasome non-ATPase regulatory subunit 14 (Homo sapiens), O00487; hit rate 0.59% among 360,000;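 active = inhibition at 20 µM, scaled to each plate's controls, above about 33%, limit read from the data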
Target sequence (O00487 whole entry, looked up): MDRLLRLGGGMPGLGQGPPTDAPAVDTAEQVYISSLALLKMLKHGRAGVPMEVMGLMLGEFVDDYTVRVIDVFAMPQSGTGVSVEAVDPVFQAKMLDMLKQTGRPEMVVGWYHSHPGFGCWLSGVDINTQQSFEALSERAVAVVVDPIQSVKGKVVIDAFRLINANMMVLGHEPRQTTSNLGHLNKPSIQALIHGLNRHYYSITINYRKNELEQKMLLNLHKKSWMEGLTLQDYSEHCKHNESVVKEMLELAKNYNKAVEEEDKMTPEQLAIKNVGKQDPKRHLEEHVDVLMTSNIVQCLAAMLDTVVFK
STEP block: STEP phosphatase inhibitors, primary screen, biochemical, fluorescence intensity, uHTS; inhibition, % at 20 µM; recombinant STEP, OMFP fluorogenic substrate; hit rate 0.25% among 360,000; AID 588621, 2011; Tyrosine-protein phosphatase non-receptor type 5 (Homo sapiens), P54829;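 active = inhibition at 20 µM, scaled per plate between control wells, above about 37%, limit read from the data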;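 note: 0% = DMSO with enzyme and substrate and 100% = substrate only without enzyme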
Target sequence (P54829 whole entry, looked up): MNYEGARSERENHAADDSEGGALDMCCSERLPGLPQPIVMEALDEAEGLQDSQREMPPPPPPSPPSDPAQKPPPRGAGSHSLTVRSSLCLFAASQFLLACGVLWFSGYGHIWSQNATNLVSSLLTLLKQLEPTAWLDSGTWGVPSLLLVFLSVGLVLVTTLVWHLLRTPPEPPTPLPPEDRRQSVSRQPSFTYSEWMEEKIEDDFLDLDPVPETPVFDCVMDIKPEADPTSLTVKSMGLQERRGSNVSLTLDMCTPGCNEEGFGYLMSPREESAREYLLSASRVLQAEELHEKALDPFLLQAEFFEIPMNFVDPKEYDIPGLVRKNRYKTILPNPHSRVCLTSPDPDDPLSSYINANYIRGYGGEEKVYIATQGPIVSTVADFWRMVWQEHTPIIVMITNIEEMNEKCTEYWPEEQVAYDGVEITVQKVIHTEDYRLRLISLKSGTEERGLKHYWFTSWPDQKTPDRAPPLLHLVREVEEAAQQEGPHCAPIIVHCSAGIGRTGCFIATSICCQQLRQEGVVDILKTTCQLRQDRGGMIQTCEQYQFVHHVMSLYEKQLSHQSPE
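Material: STEP (striatal-enriched tyrosine phosphatase) enzyme, cell-free; Compound dosing: 20 µM single dose in 1% DMSO; Technique: fluorescence read at 480 nm ex / 540 nm em; Times: reaction 20 min, ambient temperature; Medium: 50 mM Bis-Tris pH 6.0 with 2.5 mM DTT and 0.005% Tween 20; Also added: OMFP at 25 µM.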
Scp-1 inhibitor: Scp-1 phosphatase inhibitors, primary screen, biochemical, colorimetric, uHTS; Recombinant Scp1, phosphopeptide, malachite green phosphate absorbance; inhibition, % at 20 µM; hit rate 0.88% among 340,000;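 active = inhibition above about 50% at 20 µM, limit read from the data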;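 note: plate controls were DMSO wells with enzyme for no effect and wells lacking enzyme for full effect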
Target sequence (Q9GZU7 76-261 limits assumed): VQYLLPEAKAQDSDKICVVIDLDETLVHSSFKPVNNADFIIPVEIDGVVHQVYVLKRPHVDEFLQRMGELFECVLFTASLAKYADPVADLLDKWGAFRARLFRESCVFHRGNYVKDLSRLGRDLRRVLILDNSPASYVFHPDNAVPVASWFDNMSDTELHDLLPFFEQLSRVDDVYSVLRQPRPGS
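Assay system: SCP-1 catalytic fragment, aa 76-261 | Buffer or medium: Tris acetate buffer pH 5.5 with MgCl2 and Tween-20 | Compound: One concentration, 20 µM, with 1.0% DMSO | Also added: Phospho 17-mer peptide substrate | Signal: Absorbance at 630 nm | Incubation: 45 min enzyme reaction at room temperature | Measure: % inhibition of SCP-1 phosphate liberation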
NRP1-CendR mod: modulators of CendR peptide binding to NRP-1, primary screen, biochemical, fluorescence polarization, uHTS; FAM-RPARPAR peptide binding to NRP-1; inhibition, % at 25 µM; hit rate 0.85% among 360,000; AID 602438, 2012;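 active = inhibition or corrected inhibition above about 18%, plus a signal ratio from 0.5 to 1.5, limit read from the data, passing the limit was not always enough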; note: strong numbers were not always called active
LMPTP block: LMPTP phosphatase inhibitors, primary screen, biochemical, fluorescence intensity, uHTS | Low molecular weight phosphotyrosine protein phosphatase (Homo sapiens), P24666 | recombinant LMPTP-A, OMFP fluorogenic substrate | inhibition, % at 20 µM | hit rate 0.22% among 360,000 | AID 651560, 2012;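 active = compounds that cut the enzyme signal by at least half of the control window in the single-dose screen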;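 note: plate controls were DMSO wells with enzyme plus substrate for no effect and substrate without enzyme for full effect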
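Test system: LMPTP-A phosphatase enzyme; input: 0.625 nM LMPTP-A final; reagent: OMFP substrate, 400 µM final; compound dosing: 20 µM single dose, 3% DMSO; incubation: 50 min dark incubation at room temperature; measured by: endpoint fluorescence intensity from OMFP dephosphorylation; measure: % inhibition relative to no-enzyme and uninhibited control wells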
MT1-MMP act inh: blockers of MT1-MMP proenzyme processing, primary screen, HT1080 RFP-PRO-GFP cells, GFP/RFP fluorescence | hit rate 0.061% among 360,000 | AID 651647, 2012 | GFP/RFP ratio change, % at 20 µM | Matrix metalloproteinase-14 (Homo sapiens), P50281 | GFP/RFP ratio fluorescence, overnight; percent of plate control window, DMSO zero;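 active = GFP/RFP ratio change of at least 30% with cell ATP level not reduced by more than half and red fluorescence within 50% of control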; note: strong numbers were not always called active
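Read-out: GFP/RFP fluorescence ratio; Test system: RFP-PRO-GFP reporter HT1080 cells; Compound dosing: single-point 20 µM compound, 1% DMSO; Times: overnight compound exposure at 37 °C.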
NadD block: inhibitors of S. aureus NadD, primary screen, biochemical, colorimetric, uHTS; Nicotinate-nucleotide adenylyltransferase NadD (Staphylococcus aureus N315); purified NadD enzyme, colorimetric absorbance read-out; inhibition, % at 20 µM; hit rate 0.78% among 360,000; in the data active = inhibition above about 26%; note: some compounds past the cut are filed as inactive
DNMT1 block: human DNMT1 methyltransferase inhibitors, primary screen, biochemical, molecular beacon, fluorescence, HinP1I cleavage, uHTS. DNA (cytosine-5)-methyltransferase 1 (Homo sapiens), P26358. inhibition (reported as % activation of signal), % at 10 µM. hit rate 0.83% among 360,000. AID 588458, 2011; in the data active = inhibition above about 50%
SKN-1 block: suppressors of acrylamide-induced Pgst-4::GFP reporter in worms, primary screen, SKN-1 inhibitor project, whole organism, uHTS, GFP/RFP fluorescence ratio, strain VP596 | C. elegans VP596 Pgst-4::GFP/RFP ratio, 24 h | inhibition, % at 21.8 µM | hit rate 0.49% among 360,000 | AID 624304, 2012;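 active = interference check ratio from 0.5 to 1.5 plus GFP to RFP signal ratio inhibition reaching or exceeding a fixed threshold, cut at about 30% in these data, passing the limit was not always enough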; note: some compounds called inactive have numbers as strong as hits
Numbers without * were called inactive; i = inactive; · = no result given.

MT1-MMP act inh,LMPTP block,Rpn11 inh,SKN-1 block,Scp-1 inhibitor,STEP block,DNMT1 block,SUMO1-SIM PPI,NRP1-CendR mod,NadD block,structure
-3.6,-1.6,i,12.1,-10.4,0.1,2.4,-2.7,1.9,1.6,CCCNCc1cc(OC)c(OCc2ccccc2)cc1Br
-2.2,5.0,i,3.6,-7.2,-1.5,7.9,3.3,5.4,-1.0,O=c1c2oc3ccccc3c2[nH]c(=S)n1-c1ccc(F)cc1
3.7,0.4,i,15.2,-1.8,0.0,2.0,-1.2,14.0,1.9,O=C(NCc1ccccn1)Nc1ccc(Br)cc1
8.8,2.3,i,14.9,-16.1,-1.5,-2.1,-0.2,-7.8,0.0,O=C(Nc1nc(-c2cccs2)c(C(=O)C(F)(F)F)s1)c1ccccc1
0.6,-0.4,i,0.6,-17.1,2.0,-3.1,-12.4,1.7,0.1,O=C(c1ccccc1)N1CC(COc2ccccc2)OC(c2cccnc2)O1 (stereo not drawn)
-1.6,-2.8,i,-1.4,-3.1,-1.9,18.9,1.1,2.1,5.0,Cc1nn(Cc2ccccc2Cl)c(Cl)c1/C=C/C(=O)OCC(=O)NC(N)=O
0.4,-0.6,i,-12.2,-5.4,-0.7,5.1,5.3,-0.1,-0.5,C=CCn1c(COc2cccc(C)c2)nnc1SCC(=O)c1c(N)n(C)c(=O)n(C)c1=O
1.0,-0.3,i,15.5,0.5,1.8,2.3,3.4,-0.2,-5.2,CSc1ccc(Cl)c(C(=O)OCC(=O)N2CCNC2=O)c1
-1.4,-1.3,i,20.6,-4.3,-4.7,-7.4,-0.9,-4.2,-1.1,Nc1nc(CN2CCN(Cc3ccccc3)CC2)nc(Nc2ccccc2)n1
-2.5,-2.4,i,22.4,-8.5,-1.2,-0.6,-1.8,-2.4,-1.1,O=C(NCCc1ccncc1)Nc1ccccc1
2.5,0.2,i,8.3,-12.6,1.8,-2.6,-1.1,2.4,-1.4,CNC(=O)CN(c1ccc(Oc2ccccc2)cc1)S(=O)(=O)c1ccc(C)cc1
6.1,-0.6,i,-13.5,-14.7,1.1,-1.7,-15.9,13.8,-3.3,Cc1[nH]nc(Nc2ccccc2)c1[N+](=O)[O-]
-4.5,0.3,i,9.4,-7.1,-0.4,1.1,-4.2,-6.1,-2.4,CCC(C(=O)NC1CCCC1)N(C(=O)c1snc(C(N)=O)c1N)c1ccc(C)cc1C (stereo not drawn)
7.8,0.6,i,-26.3,9.4,0.2,3.0,-2.1,-12.7,-3.2,CC1(c2ccccc2)NC(=S)N2C1NC(=S)N2c1ccccc1 (stereo not drawn)
5.4,2.0,i,14.3,-7.2,1.6,3.4,-1.1,0.7,-4.8,C=CCO/N=C(/C)c1c(O)c(CC)c(-c2ccccc2)n(-c2ccccc2)c1=O
2.8,-2.3,i,10.0,·,1.9,7.1,-1.2,-3.4,-1.3,CCNC(=O)C1(C)CCN(C(=O)c2cccnc2SC)C1 (stereo not drawn)
-2.1,1.2,i,6.8,-8.6,3.0,3.2,2.3,11.2,0.1,COc1ccc(CNc2ncnc3cc(Cl)ccc23)cc1
2.8,-0.6,i,3.3,-0.2,-2.2,10.8,1.4,-4.5,-7.0,CCOC(=O)c1cc(NC(=O)COc2ccc([N+](=O)[O-])cc2)cc(C(=O)OCC)c1
-4.8,-0.1,i,-0.4,-8.0,0.7,-1.6,-17.1,0.0,-0.4,COC(=O)CSc1nc2sc(C)c(C)c2c(=O)n1C
6.7,-0.6,i,-0.3,4.1,-2.6,5.1,0.2,0.5,-1.1,CC(C)[C@H](NC(=O)N1c2ccccc2NC(=O)[C@@H]1C(C)C)C(=O)N[C@H](C(=O)O)c1ccccc1
4.6,-1.2,i,-11.2,-1.6,-0.2,2.7,-5.2,-1.0,-1.6,CC(=O)Oc1c2occc2cc2ccc(=O)oc12
1.6,-1.3,i,-8.8,-5.0,3.5,4.2,0.4,-4.2,-2.3,COc1ccccc1-c1c(C)c(C)nc(N)c1C#N
3.0,1.2,i,-6.9,-5.7,-0.1,-1.7,-8.3,-1.1,-1.7,O=C(CNC(=O)c1cccs1)N/N=C/c1c[nH]c2ccccc12
-2.7,1.7,i,1.2,-6.9,-1.1,-10.8,4.0,-8.8,-8.2,COc1ccc(Br)cc1Cn1nnc(C(=O)Nc2ccc3c(c2)OCCO3)c1N
-1.0,0.7,i,-1.0,-0.1,2.6,-5.1,0.2,-6.9,2.0,COCCN(CC(=O)Nc1cccc(C)c1C)C(=O)Cc1cccs1
1.1,-2.8,i,-2.7,-6.8,1.7,1.1,2.5,-5.5,-4.2,Cc1oc(-c2ccccc2F)nc1CS(=O)(=O)CC(=O)NCCCN1CCN(C)CC1
-19.9,-1.0,i,3.0,·,-1.2,3.4,4.1,-9.8,-2.4,O=S(=O)(c1ccccc1)N1CCN(Cc2nnc(-c3ccccc3)o2)CC1
0.5,-0.7,i,1.2,6.2,0.9,-0.2,3.9,-17.9,6.5,C=CCSC1=NN2CCS(=O)(=O)N=C2S1
0.4,-1.3,i,5.2,-12.1,-2.9,-1.6,8.0,8.9,-1.9,Cc1cccc(/C=N/NC(=O)c2cccc(NC(=O)c3ccccc3)c2)n1
-6.3,-0.1,i,-3.1,-18.1,-1.3,0.0,0.3,11.3,-4.2,Cn1c(=O)c2c(nc(NCCCO)n2Cc2cccc(C(F)(F)F)c2)n(C)c1=O

A few values from the results shown.
In Scp-1 inhibitor, `Cc1oc(-c2ccccc2F)nc1CS(=O)(=O)CC(=O)NCCCN1CCN(C)CC1` has -6.8
In SUMO1-SIM PPI, `COc1ccccc1-c1c(C)c(C)nc(N)c1C#N` has 0.4
In DNMT1 block, `C=CCSC1=NN2CCS(=O)(=O)N=C2S1` has -0.2
In SUMO1-SIM PPI, `Cn1c(=O)c2c(nc(NCCCO)n2Cc2cccc(C(F)(F)F)c2)n(C)c1=O` has 0.3
In Scp-1 inhibitor, `O=C(CNC(=O)c1cccs1)N/N=C/c1c[nH]c2ccccc12` has -5.7

Continuation.
MT1-MMP act inh,LMPTP block,Rpn11 inh,SKN-1 block,Scp-1 inhibitor,STEP block,DNMT1 block,SUMO1-SIM PPI,NRP1-CendR mod,NadD block,structure
3.5,-0.8,i,-5.7,-6.9,-3.6,-1.4,-2.9,-5.6,9.2,CCn1c(SCC(N)=O)nnc1-c1ccc2[nH]c(C)c(C)c2c1
-1.6,3.6,i,-16.3,-12.1,-3.4,-2.4,-0.6,7.4,-1.0,Cc1ccc(Cn2cccc2C2=NC(C)CO2)cc1 (stereo not drawn)
3.3,1.2,i,7.0,-7.8,0.3,0.1,-4.3,2.5,-6.1,CN(CCCN1CCOCC1)C(=O)c1cc(COc2c(F)cccc2F)on1
-3.2,0.6,i,-9.2,-3.8,0.3,0.0,1.5,10.0,1.6,CC(=O)N1c2ccc(S(=O)(=O)NCCC(=O)NCCc3ccc(Cl)cc3)cc2CC1C (stereo not drawn)
-2.5,6.4,i,4.7,-5.6,2.2,-20.5,-12.4,14.0,-2.9,CN(C)c1ccc(NC2=C(Cl)C(=O)c3ccccc3C2=O)cc1
-3.7,-1.4,i,-4.1,·,-1.0,4.7,-1.9,-2.5,-0.2,COCCNC(=O)C1(C)CCCN(C(=O)c2cc(OC)c(OC)c(OC)c2)C1 (stereo not drawn)
-0.5,-2.1,i,6.0,-16.0,-1.0,0.0,-2.9,12.3,-3.8,Cc1cc(NS(=O)(=O)c2ccccc2)ccc1NS(=O)(=O)c1ccccc1
0.8,0.1,i,-4.9,-4.9,2.8,-7.6,0.6,-5.1,3.1,S=C(Nc1cccc(Br)c1)N1CCn2cccc2C1c1cccnc1 (stereo not drawn)
4.6,-0.5,i,-2.9,-0.8,-2.7,1.8,-12.1,6.5,-5.7,Cc1ccc(OCC(=O)N/N=C/c2cccnc2)cc1C
1.9,-1.3,i,-27.1,-2.2,-1.2,-3.0,7.1,7.8,-1.0,O=C(Nc1nnc(SCC(=O)N2CCCCC2)s1)c1cccs1

Entries above with a nitro group on carbon:
MT1-MMP act inh,LMPTP block,Rpn11 inh,SKN-1 block,Scp-1 inhibitor,STEP block,DNMT1 block,SUMO1-SIM PPI,NRP1-CendR mod,NadD block,structure
6.1,-0.6,i,-13.5,-14.7,1.1,-1.7,-15.9,13.8,-3.3,Cc1[nH]nc(Nc2ccccc2)c1[N+](=O)[O-]
2.8,-0.6,i,3.3,-0.2,-2.2,10.8,1.4,-4.5,-7.0,CCOC(=O)c1cc(NC(=O)COc2ccc([N+](=O)[O-])cc2)cc(C(=O)OCC)c1

Other entries
MT1-MMP act inh,LMPTP block,Rpn11 inh,SKN-1 block,Scp-1 inhibitor,STEP block,DNMT1 block,SUMO1-SIM PPI,NRP1-CendR mod,NadD block,structure
1.8,1.7,i,4.1,·,-0.3,-8.9,-41.9,14.7,10.1,COc1ccc(N2CCN(C(=O)CCCCCn3c(=S)[nH]c4ccc(N5CCOCC5)cc4c3=O)CC2)cc1
1.4,0.0,i,12.3,-4.0,1.3,0.3,-7.9,1.3,0.7,CCc1nnc(SCC(=O)Nc2ccccc2)nc1CC
3.7,1.7,i,9.8,-2.2,1.1,4.5,-2.2,-4.6,-5.2,Cc1ccc(-c2noc(CN(C(=O)C34CC5CC(CC(C5)C3)C4)C(C)C)n2)cc1
-3.7,0.0,i,1.3,-1.2,5.0,-3.9,-26.7,7.0,-0.1,CCC(=O)c1ccc2c(c1)N(CCCN(C)C)c1ccccc1S2
6.9,-0.3,i,-2.3,-2.3,2.2,0.5,-2.4,-6.2,7.9,COC(=O)c1nnn(CC(=O)Nc2cccc(Cl)c2C)c1C(=O)OC
1.5,1.5,i,4.0,-1.1,2.0,-3.4,-2.9,-7.5,-2.1,CCC(C(=O)c1ccc2ncccc2c1)c1ccccc1 (stereo not drawn)
-1.4,-8.1,i,6.2,1.1,0.3,-0.3,-23.1,6.9,4.2,COc1cccc(/C=C/C(=O)N2CCN(c3ccccn3)CC2)c1
-0.7,3.8,i,8.6,-4.0,0.0,-11.4,-1.2,5.8,5.0,C[C@@H]1C(c2ccc(F)cc2)=NN(c2ccc(Br)cc2)[C@H]1C(=O)N1CCOC1=O
